Assay outcomes: PubChem, National Center for Advancing Translational Sciences (NCATS)
POLH inh – DNA polymerase eta (human) inhibition; Potency, µM (highest dose often 114 µM), without a hit: at the top dose activity change, negative = inhibition, most hits filed as inhibitors; recombinant Pol eta, fluorescent DNA replication assay; actives 1.2% (n = 390,000); Q9Y253; AID 588591; note: potency is the fitted concentration of half-maximal effect; % is set by controls: 0 for no effect and ±100 for the full control effect
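Pol eta at 10 nM preincubated with compounds 15 min at room temperature; reaction started with fluorescent substrate (50 nM final) and read kinetically at 0 and 10 min.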
RXFP1 antag – antagonists of human relaxin receptor RXFP1; activity change, negative = inhibition, % at 57.5 µM; HEK293-RXFP1, relaxin-stimulated cAMP HTRF, 30 min; stronger effect = lower value; Q9HBX9; actives 0.59% (n = 350,000);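 active = activity change of -60% or lower, but not beyond a set lower limit; inconclusive = change between -60% and -40%, or beyond the set limit; inactive = change above -40%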; note: % is set by controls: 0 for no effect and ±100 for the full control effect
POLK inh – DNA polymerase kappa (human) inhibition | purified Pol kappa, fluorescent DNA synthesis assay, 10 min | Potency, µM (top dose mostly 107 µM), for the others: top-dose activity, negative = inhibition, hits mostly inhibitors | actives 0.53% (n = 400,000); note: potency is the fitted concentration of half-maximal effect; % is set by controls: 0 for no effect and ±100 for the full control effect
Target sequence (Q9UBT6 whole entry, looked up): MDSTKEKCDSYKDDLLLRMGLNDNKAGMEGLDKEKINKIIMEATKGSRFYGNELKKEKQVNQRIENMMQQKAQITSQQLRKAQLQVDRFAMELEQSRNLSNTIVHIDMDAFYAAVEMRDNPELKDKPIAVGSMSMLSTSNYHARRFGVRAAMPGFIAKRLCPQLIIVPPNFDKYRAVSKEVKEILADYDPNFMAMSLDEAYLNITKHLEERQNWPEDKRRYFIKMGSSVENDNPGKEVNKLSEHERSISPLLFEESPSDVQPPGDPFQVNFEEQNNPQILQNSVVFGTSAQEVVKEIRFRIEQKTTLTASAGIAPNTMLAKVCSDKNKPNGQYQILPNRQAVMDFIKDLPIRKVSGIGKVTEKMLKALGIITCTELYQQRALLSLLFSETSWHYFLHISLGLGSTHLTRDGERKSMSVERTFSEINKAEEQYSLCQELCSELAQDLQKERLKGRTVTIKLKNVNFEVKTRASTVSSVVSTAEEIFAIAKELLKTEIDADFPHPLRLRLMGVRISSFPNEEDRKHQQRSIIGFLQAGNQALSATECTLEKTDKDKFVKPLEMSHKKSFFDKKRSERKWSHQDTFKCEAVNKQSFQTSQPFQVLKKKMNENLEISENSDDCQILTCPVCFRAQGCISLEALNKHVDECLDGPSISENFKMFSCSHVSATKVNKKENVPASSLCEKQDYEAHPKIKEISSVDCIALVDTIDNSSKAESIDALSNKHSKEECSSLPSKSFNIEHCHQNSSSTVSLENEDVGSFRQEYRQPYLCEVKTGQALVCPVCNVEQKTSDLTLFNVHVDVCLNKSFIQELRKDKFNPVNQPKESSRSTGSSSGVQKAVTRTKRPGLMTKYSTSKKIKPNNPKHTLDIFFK
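Here, compound and 10 nM enzyme are combined for 15 min at room temperature; adding 50 nM substrate (final) starts DNA synthesis, tracked by fluorescence at 0 and 10 min against buffer-only wells.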
POLI inh – inhibitors of human DNA polymerase iota; AID 588590; actives 1% (n = 390,000); Potency, µM (doses to about 115 µM), without a hit: at the highest dose activity, negative = inhibition, actives largely listed as inhibitors; Pol iota fluorescent replication assay, 10 min; Q9UNA4; note: potency is the fitted concentration of half-maximal effect
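Fluorescent replication assay read twice, at 0 min and 10 min after adding 50 nM (final) substrate. Enzyme (10 nM) and compounds were first incubated 15 min at room temperature; enzyme-free buffer wells were negative controls.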
Anesthetic bind – candidate novel general anesthetic via apoferritin binding. apoferritin/1-aminoanthracene competitive binding, fluorescence. AID 485281. actives 0.074% (n = 350,000). Potency, µM (doses to about 77.5 µM), for inactives: top-dose activity change, negative = displacement, usual class: inhibitors. P02791; note: potency is the fitted concentration of half-maximal effect; % is set by controls: 0 for no effect and ±100 for the full control effect; nearly all actives have a fitted effect of over 20% in size
Target sequence (P02791 2-175 limits assumed): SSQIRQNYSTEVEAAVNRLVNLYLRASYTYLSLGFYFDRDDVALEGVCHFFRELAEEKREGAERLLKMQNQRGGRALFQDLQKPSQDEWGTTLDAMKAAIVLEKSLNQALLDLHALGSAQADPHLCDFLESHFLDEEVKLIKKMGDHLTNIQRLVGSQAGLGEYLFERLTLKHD
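Probe: 1-aminoanthracene (50% saturated, PBS). Protein: horse-spleen apoferritin, 10 uM. Incubation: 10 min, room temperature. Detection: 380 nm excitation, 535 nm emission. Analysis: normalized response, four-parameter Hill.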
BLM inh – blocks DNA unwinding by human BLM helicase; recombinant BLM DNA unwinding, fluorescence dequenching; Potency, µM (titrated, usually from 56.1 µM), without a hit: at the highest dose activity change, negative = inhibition, actives largely listed as inhibitors; actives 0.2% (n = 350,000); AID 2528;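 note: potency is the fitted concentration of half-maximal effect; plate controls were vehicle for no effect and no enzyme for full effect; nearly all actives have a fitted effect of over 35% in size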
APE1 inh – APE1 (human) endonuclease inhibition; P27695; recombinant APE1, TAMRA/BHQ-2 abasic DNA cleavage fluorescence; Potency, µM (titrated, usually from 65.8 µM), without a hit: at the top dose activity change, negative = inhibition, most hits filed as inhibitors; actives 0.35% (n = 350,000); AID 2517;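 note: potency is the fitted concentration of half-maximal effect; plate controls were vehicle for no effect and reference inhibitor for full effect; nearly all actives have a fitted effect of over 55% in size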
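APE1 at 0.75 nM final was preincubated with compound 15 min at room temperature, then 50 nM double-stranded THF abasic-site substrate (5'-TAMRA/3'-BHQ-2) was added. Fluorescence (ex 525/em 598 nm) was read kinetically; third-minus-first read gave activity.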
Pol beta inh – blocks human DNA polymerase beta activity | Potency, µM (doses to about 114 µM), for the others: at the highest dose activity change, negative = inhibition, actives largely listed as inhibitors | Pol beta primer extension/strand displacement, fluorescence kinetic | actives 1.3% (n = 340,000) | P06746; note: potency is the fitted concentration of half-maximal effect; % is set by controls: 0 for no effect and ±100 for the full control effect
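Pol beta (10 nM) was preincubated with compound for 15 min at room temperature. The reaction was then started with 50 nM substrate and read immediately and after a further 10 min at room temperature.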
PGK inhibitor – inhibitors of T. brucei phosphoglycerate kinase; PGK/GAPDH coupled, Kinase-Glo luminescence, 60 min; Potency, µM (highest dose often 57.5 µM), for inactives: at the highest dose activity change, negative = inhibition, actives largely listed as inhibitors; P07378; AID 602233; actives 0.043% (n = 380,000); note: potency is the fitted concentration of half-maximal effect; % is set by controls: 0 for no effect and ±100 for the full control effect; nearly all actives have a fitted effect of over 60% in size
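Recombinant glycosomal PGK reaction used 1,3-bisphosphoglycerate generated in-well by GAPDH (100nM final) in 100mM TEA pH 7.6, 5mM MgCl2, 0.01% Tween-20. After 60 minutes at room temperature, ATP was read by Kinase-Glo Plus luminescence end-point.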
Numbers without * were called inactive; i = inactive; ? = inconclusive; . = no result given; & = joins results of further samples; [ ] = another dose, or the depositor's remark. Unless noted, calls come from the whole dose curve; as a rule, active = well fitted curve in the direction sought with a large enough effect; inconclusive = small, poorly fitted or top-dose-only effect, or another doubt; inactive = no such curve, though single readings can be large; an effect the other way counts as inactive or inconclusive. Only part of the results is shown; rates above refer to the full screens.

Field names – A = POLH inh; B = RXFP1 antag; C = POLK inh; D = POLI inh; E = Anesthetic bind; F = BLM inh; G = APE1 inh; H = Pol beta inh; I = PGK inhibitor
CCC(C)NC(=O)CS(=O)Cc1nc(-c2cccc(OC)c2)oc1C (stereo not drawn)
  A: -15%	B: -4	C: 4%	D: 11%	E: -12%	F: 4%	G: -5%	H: 21%	I: 7%
Cc1cccc(OCC(=O)NCCCNC(=O)c2ccncc2)c1
  A: -25%	B: -4	C: -5%	D: 34%[activator]	E: -1%	F: 0%	G: 20%	H: 29%	I: -3%
Cc1c(Cl)c(=O)oc2cc(OC(C)C)ccc12
  A: -16%	B: .	C: -6%	D: 14%	E: -7%	F: 2%	G: -2%	H: 2%	I: -5%
Cc1ccc(NCc2n[nH]c(=S)n2-c2ccccc2)cc1Cl
  A: -12%	B: -13	C: -12%	D: 60%[activator]	E: -13%	F: -4%	G: 11%	H: 0%	I: i
CCn1nnnc1NC(=O)c1cccc(OC)c1
  A: -14%	B: -8	C: 3%	D: 24%	E: -5%	F: -1%	G: 2%	H: 4%	I: -7%
CCCCCCCCN1[C@@H](CC(=O)OCC)c2ccc(C(F)(F)F)cc2S1(=O)=O
  A: -25%	B: .	C: -1%&-11%	D: 54%&23%[activator]	E: .	F: .	G: .	H: .	I: -1%
COCc1c(C(=O)OCC(=O)NCCN2C(=O)CSC2=O)oc2ccccc12
  A: -8%	B: 4	C: -12%	D: 13%	E: -6%	F: 6%	G: 3%	H: 19%	I: -5%
COC(=O)c1cccc(NC(=O)c2cnn(C)c2)c1
  A: -17%	B: -7	C: 12%	D: 25%	E: .	F: .	G: .	H: .	I: 0%
CC(=O)Nc1cccc(NC(=O)CCCC2CCCCC2)c1
  A: -22%	B: -2	C: -4%	D: 23%	E: -2%	F: -9%	G: 3%	H: 2%	I: -3%
Oc1cc(NCCc2cccnc2)cc2cccnc12
  A: -5%	B: .	C: -27%	D: 35µM*	E: .	F: .	G: 30%&10%	H: .	I: -8%
O=S(=O)(Nc1ccc(NS(=O)(=O)c2ccccc2)c(Cl)c1)c1ccccc1
  A: -18%	B: -3	C: 3%	D: 26%	E: .	F: .	G: .	H: .	I: -1%
C=CC(=O)Nc1ccc(N(C)c2ccnc(Nc3ccc(N4CCN(C)CC4)cc3)n2)cc1
  A: -27%	B: .	C: 7%	D: -5%	E: .	F: .	G: 22%	H: .	I: -1%
Cc1ccccc1OCCSc1nc2ccc(NC(=O)c3cccc(F)c3)cc2s1
  A: -6%	B: .	C: -1%	D: 17%	E: -1%	F: -7%	G: .	H: 2%	I: -8%
CCS(=O)(=O)N1CCCC(C(=O)NC2CCCCC2C)C1 (stereo not drawn)
  A: -1%	B: 4	C: -2%	D: 9%	E: -9%	F: -3%	G: 3%	H: 6%	I: 3%
COCCNC(=O)C(c1ccc(F)cc1)N(C(=O)CCC(=O)Nc1nccs1)c1ccc(C)cc1 (stereo not drawn)
  A: -6%	B: 0	C: -17%	D: -16%	E: -12%	F: 1%	G: 3%	H: 11%	I: 7%

Pulled by compound from the list above, 4 records:
Field names – A = POLH inh; B = RXFP1 antag; C = POLK inh; D = POLI inh; E = Anesthetic bind; F = BLM inh; G = APE1 inh; H = Pol beta inh; I = PGK inhibitor
Cc1cccc(OCC(=O)NCCCNC(=O)c2ccncc2)c1
  A: -25%	B: -4	C: -5%	D: 34%[activator]	E: -1%	F: 0%	G: 20%	H: 29%	I: -3%
Cc1c(Cl)c(=O)oc2cc(OC(C)C)ccc12
  A: -16%	B: .	C: -6%	D: 14%	E: -7%	F: 2%	G: -2%	H: 2%	I: -5%
CCC(C)NC(=O)CS(=O)Cc1nc(-c2cccc(OC)c2)oc1C (stereo not drawn)
  A: -15%	B: -4	C: 4%	D: 11%	E: -12%	F: 4%	G: -5%	H: 21%	I: 7%
Cc1ccccc1OCCSc1nc2ccc(NC(=O)c3cccc(F)c3)cc2s1
  A: -6%	B: .	C: -1%	D: 17%	E: -1%	F: -7%	G: .	H: 2%	I: -8%

Following part:
Field names – A = POLH inh; B = RXFP1 antag; C = POLK inh; D = POLI inh; E = Anesthetic bind; F = BLM inh; G = APE1 inh; H = Pol beta inh; I = PGK inhibitor
COc1ccc(OC)c(C(c2nnnn2CCc2ccccc2)N2CCC(C(N)=O)CC2)c1 (stereo not drawn)
  A: 9%	B: -3	C: 0%	D: 8%	E: -10%	F: 1%	G: 1%	H: 1%	I: 3%
N#CCC(=O)N/N=C/c1cn(Cc2ccccc2C#N)c2ccccc12
  A: -8%	B: -2	C: 0%	D: -17%[58.9 µM]	E: -13%	F: -2%	G: 0%	H: 0%	I: i
Cc1ccc2ccccc2c1NC(=O)c1ccco1
  A: -5%	B: 8	C: 0%	D: 8%	E: -13%	F: -1%	G: 11%	H: 2%	I: i
Clc1ccc(Nc2nc(-c3cccnc3)cs2)cc1
  A: -12%	B: -11	C: 0%	D: -13%	E: -12%	F: -3%	G: 5%	H: -1%	I: 7%
COc1cc(C2C(=O)N(C3CCCCCC3)CC(=O)N2Cc2ccccc2)ccc1OC(C)C (stereo not drawn)
  A: -16%	B: 9	C: -10%[60.1 µM]	D: 1%	E: -1%	F: -3%	G: .	H: 16%	I: 13%
O=C(NCC1CCCO1)C(C(=O)c1ccccc1)n1ccccc1=O (stereo not drawn)
  A: 0%	B: 16	C: -1%	D: 13%	E: -6%	F: -12%	G: -1%	H: -3%	I: -8%
COc1ccc(-c2c(C)c3cc(O)ccc3oc2=O)cc1OC
  A: 4%	B: 18	C: -16%	D: -20%	E: 8%	F: -1%	G: -5%	H: 5%	I: -4%
C(=N\N1CCN(Cc2cccc3ccccc23)CC1)/c1ccco1
  A: -9%	B: -36	C: -6%	D: 9%	E: ?	F: -3%	G: -1%	H: -2%	I: -2%
C[C@H](CO)N1C[C@H](C)[C@@H](CN(C)Cc2ccccc2)Oc2c(NC(=O)c3ccncc3)cccc2C1=O
  A: -9%	B: .	C: -4%	D: -14%	E: .	F: .	G: -6%	H: .	I: -1%
Oc1ccc(N=Nc2nccs2)c(O)c1
  A: -19%	B: ?	C: -12%	D: 35%[activator]	E: ?	F: -7%	G: -8%	H: ?	I: -10%
O=C(Nc1cccc(S(=O)(=O)N2CCCCC2)c1)c1ccc(OCC2CCCO2)cc1 (stereo not drawn)
  A: -13%	B: -27	C: -10%	D: 128%[activator]	E: 6%	F: -4%	G: -8%	H: 16%	I: i
Cc1ccc(NC(=O)c2cc3c(CO)cnc(C)c3oc2=Nc2cccc(C(N)=O)c2)cc1
  A: -4%	B: 6	C: -5%	D: -9%	E: -8%	F: -20%	G: -7%	H: 15%	I: -3%
CC(C)Oc1ccc(C(=O)Nc2ccccc2N2CCOCC2)cc1
  A: -6%	B: 26	C: -11%	D: -6%	E: -15%	F: -6%	G: -1%	H: ?	I: -3%
CCCCNC(=O)c1cc2nc(-c3ccccc3)cc(C(F)(F)F)n2n1
  A: 0%	B: 3	C: 4%	D: 23%	E: 3%	F: -2%	G: 25%	H: 27%	I: -4%
CC1CCCC(NC(=O)Cn2c(Cl)nc3c2c(=O)n(C)c(=O)n3C)C1C (stereo not drawn)
  A: 2%	B: 17	C: -1%	D: 23%	E: .	F: .	G: 26%	H: .	I: 0%
COc1ccccc1CNC(=O)C1CCN(S(=O)(=O)N2CC(C)CC(C)C2)CC1 (stereo not drawn)
  A: -11%	B: 8	C: -1%	D: 11%	E: -10%	F: 2%	G: 2%	H: 25%	I: -11%
O=C(N/N=C/c1sc(N2CCCCC2)nc1-c1cccs1)c1cccnc1
  A: -19%	B: -7	C: -1%	D: -22%	E: 9%	F: -21%	G: -7%	H: -1%	I: -2%
COc1ccc(N(CC(=O)Nc2c(C)n(C)n(-c3ccccc3)c2=O)S(=O)(=O)c2ccccc2)cc1OC
  A: -1%	B: 3	C: -1%	D: 151%[activator]	E: 4%	F: 6%	G: 0%	H: 0%	I: -7%
Cc1ccccc1-c1noc(CCC(=O)NCCc2ccccc2)n1
  A: -18%	B: 5	C: 7%	D: 24%	E: -4%	F: -3%	G: 4%	H: 35%	I: i
O=C(Cn1c(=O)oc2cc(S(=O)(=O)N3CCCC3)ccc21)N1CCc2ccccc2C1
  A: -10%	B: .	C: -19%	D: -1%	E: -4%	F: -2%	G: -2%	H: 25%	I: -3%
COc1cc(CN2CCC(C(=O)NC3CCCC3)CC2)ccc1O
  A: 8%	B: -9	C: -19%	D: 94%[activator]	E: -10%	F: -4%	G: -2%	H: 1%	I: -1%
C#CCOC(=O)Nc1ccc(=O)n(Cc2c(Cl)cccc2Cl)c1
  A: -2%	B: -4	C: -8%	D: -1%	E: ?	F: 2%	G: 3%	H: 0%	I: -2%
Cc1cc(C)c(S(=O)(=O)NCCn2c(C)cc3ccccc32)c(C)c1
  A: ?	B: 14	C: -18%	D: ?	E: -10%	F: -9%	G: -2%	H: ?	I: -1%
COc1ccc(OC)c(NC2c3ccccc3C(=O)N2c2cccnc2)c1 (stereo not drawn)
  A: -3%	B: 1	C: 8%	D: 29%	E: -5%	F: -4%	G: -11%	H: 0%	I: 0%
COC(=O)c1ccccc1NS(=O)(=O)c1c(C)noc1C
  A: -22%	B: 9	C: 6%	D: 10%	E: -4%	F: -6%	G: 12%	H: ?	I: -3%
CCN1CCN(CCCNC(=O)CNC(=O)c2nn(-c3ccc(OC)cc3OC)c(=O)c3ccccc23)CC1
  A: -2%	B: -1	C: -4%	D: 30%[activator]	E: 8%	F: 2%	G: 80%[activator]	H: 16%	I: -1%
O=C(Nc1ccc(OC(F)F)cc1)Nc1cccc(C(F)(F)F)c1
  A: -15%	B: -15	C: -7%	D: 10%	E: -14%	F: -9%	G: -5%	H: 0%	I: -10%
CCOC(=O)Cc1[nH]nc2c1C(c1cccc(OC)c1OC)C(C#N)=C(N)O2 (stereo not drawn)
  A: -6%	B: 13	C: -8%	D: 11%	E: -8%	F: 2%	G: -5%	H: 1%	I: -3%
